# Screening results: PubChem, National Center for Advancing Translational Sciences (NCATS)
# Vif-APOBEC3F blk = qHTS for Inhibitors of Vif-A3F Interactions: qHTS. HeLa A3F-eYFP + Vif (tagged APOBEC3F with the HIV-1 protein that degrades it), YFP fluorescence increase. Potency, µM (doses to about 46.1 µM), for inactives: top-dose activity, negative = active. 390,000 tested, 0.2% active; further: potency means the concentration at half of the fitted maximal effect; % of control where 0% means no effect; nearly all actives have a fitted effect of over 65% in size
#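 HeLa cells stably expressing A3F-eYFP plus Vif, plated and incubated overnight at 37 deg C, then exposed to compounds overnight at 37 deg C. Blocked degradation read as raised yellow fluorescence (Ex 488/Em 500-530).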
# D1 PAM = Potentiators of Human D1 Dopamine Receptor: qHTS; 360,000 tested, 0.036% active; potentiation, % at 10 µM; AID 504651, 2011; HEK293 TREx D1 cells, calcium flux, dopamine EC20 potentiation; in the data active means potentiation above about 30%; further: 0% is about no effect
# RXFP1 ag = qHTS Assay for Agonists of the Relaxin Receptor RXFP1 | Relaxin receptor 1 (Homo sapiens), Q9HBX9 | HEK293T-RXFP1 cAMP TR-FRET, 30 min; response scale: percent of porcine relaxin response, buffer zero | Potency, µM (titrated, usually from 57.5 µM), for the others: at the top dose activation, usual class: activators | 370,000 tested, 0.3% active; further: potency means the concentration at half of the fitted maximal effect; on the % scale 0 is the no-effect control and ±100 the full control effect; nearly all actives have a fitted effect of over 60% in size; many of its hits are not listed in these tables
# Target sequence (Q9HBX9 whole entry, looked up): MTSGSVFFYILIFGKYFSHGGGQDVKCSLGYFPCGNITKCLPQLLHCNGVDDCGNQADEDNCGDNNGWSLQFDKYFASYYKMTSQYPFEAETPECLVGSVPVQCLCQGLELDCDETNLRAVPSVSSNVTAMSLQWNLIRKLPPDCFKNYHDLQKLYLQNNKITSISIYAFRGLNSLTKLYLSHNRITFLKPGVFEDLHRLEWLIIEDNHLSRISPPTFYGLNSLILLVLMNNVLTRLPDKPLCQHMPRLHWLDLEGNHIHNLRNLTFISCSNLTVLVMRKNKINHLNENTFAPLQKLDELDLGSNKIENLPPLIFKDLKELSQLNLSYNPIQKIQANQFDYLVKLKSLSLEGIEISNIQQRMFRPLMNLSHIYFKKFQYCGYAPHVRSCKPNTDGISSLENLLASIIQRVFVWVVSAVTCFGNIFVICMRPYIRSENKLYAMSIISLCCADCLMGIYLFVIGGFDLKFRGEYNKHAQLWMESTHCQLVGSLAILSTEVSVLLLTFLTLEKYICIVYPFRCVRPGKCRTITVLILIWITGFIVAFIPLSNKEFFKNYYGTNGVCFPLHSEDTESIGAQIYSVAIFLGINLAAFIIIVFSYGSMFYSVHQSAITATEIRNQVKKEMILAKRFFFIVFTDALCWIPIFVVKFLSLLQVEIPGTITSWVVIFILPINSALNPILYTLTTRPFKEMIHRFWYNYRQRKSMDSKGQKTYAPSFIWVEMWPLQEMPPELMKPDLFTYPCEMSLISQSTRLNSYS
#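 cAMP rise read by TR-FRET after 30 min, 37C compound exposure (up to 58 uM) in RXFP1-transfected HEK293 cells with Ro 20174 present. EC50 from Hill-equation fits, with 29 nM porcine relaxin as 100% and buffer as basal.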
# D2 potentiator = HTS Assay for Positive Allosteric Modulators of the Human D2 Dopamine Receptor: Primary Screen for Potentiators; HEK293 T-REx D2, calcium flux, EC20 dopamine potentiation; 340,000 tested, 0.34% active; potentiation, % at 10 µM; AID 485347, 2010;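 active means potentiation over 3 SD above the plate norm, cut at about 30% in these data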; further: 0% is about no effect
#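 Calcium flux readout, no-wash dye, 1 read/s. Inducible HEK293 Trex D2 line, overnight 30 C. Compound alone 180 s (agonist flags), then EC20 dopamine, another 180 s to score potentiation.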
# D1 agonist = Allosteric Agonists of the Human D1 Dopamine Receptor: qHTS | 360,000 tested, 1% active | HEK293 T-REx D1 cells, calcium flux, agonist mode | activation, % at 2 µM | AID 504660, 2011; in the data active means activation above about 30%; further: 0% is about no effect
#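 Agonism was scored from calcium flux recorded over 180 s (1 read/s) after pintool compound addition, following a 10-cycle baseline. Cells were inducible force-coupled HEK293 TREx D1, plated overnight at 30 C and loaded with no-wash calcium dye.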
# GRP78 ERSR act = qHTS for Inducers of the Endoplasmic Reticulum Stress Response (ERSR) in Human Glioma: qHTS. U87-MG GRP78 promoter luciferase reporter, 16 h. Potency, µM, for inactives: at the highest dose activation, hits mostly activators. 420,000 tested, 0.02% active. AID 602332, 2012; further: potency means the concentration at half of the fitted maximal effect; series mostly up to about 76 µM; % of control where 0% means no effect; nearly all actives have a fitted effect of over 35% in size
#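 Stably transfected U87-MG human glioma cells carrying a GRP78-based luminescent sensor were seeded at 1000 cells/well, pin-dosed with compounds and incubated 16 h. Luciferase reagent was then added, and end-point luminescence was read after 10 min at room temperature.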
# D1 antagonist = Antagonist of Human D 1 Dopamine Receptor: qHTS; HEK293 TREx D1 cells, calcium flux, dopamine EC80; active compounds read low; activity change, negative = inhibition, % at 10 µM; 360,000 tested, 3.2% active; in the data active means activity change below about -30%; further: on the % scale 0 is the no-effect control and ±100 the full control effect
#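 Calcium flux readout: force-coupled, inducible Hek293 Trex D1 line, cells induced overnight at 30 C with tetracycline, dye-loaded 30–90 min at RT. Antagonism scored against EC80 dopamine challenge given 180 s after compound.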
# RXFP1 antagonist = qHTS Assay for Antagonists of the Relaxin Receptor RXFP1; Relaxin receptor 1 (Homo sapiens), Q9HBX9; HEK293-RXFP1, relaxin-stimulated cAMP HTRF, 30 min; active compounds read low; activity change, negative = inhibition, % at 57.5 µM; 350,000 tested, 0.59% active; AID 1259400, 2018;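 active means activity change of -60% or lower, but not beyond a set lower limit; inconclusive means change between -60% and -40%, or beyond the set limit; inactive means change above -40%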; further: on the % scale 0 is the no-effect control and ±100 the full control effect
# Vif-A3G inh = qHTS for Inhibitors of Vif-A3G Interactions: qHTS; DNA dC->dU-editing enzyme APOBEC-3G (Homo sapiens), Q9HC16; HeLa A3G-eYFP + Vif (tagged APOBEC3G with the HIV-1 protein that degrades it), YFP fluorescence, overnight; Potency, µM (series often up to 46.1 µM), for the others: at the highest dose activity, negative = active, actives largely listed as inhibitors; 410,000 tested, 0.076% active;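 further: potency means the concentration at half of the fitted maximal effect; on the % scale 0 is the no-effect control and ±100 the full control effect; nearly all actives have a fitted effect of over 60% in size; hits raise eYFP signal because A3G escapes Vif-driven loss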
#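 HeLa cells stably expressing Vif and C-terminally eYFP-tagged A3G, seeded overnight at 37 deg C, then exposed to compound by pintool overnight at 37 deg C. Rise in yellow fluorescence (Ex 488/Em 500-530, Acumen) marks blocked Vif-driven A3G degradation.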
# The depositor's hits bear a star; u = inconclusive; x = not tested or not shown; & = joins results of further samples. Unless noted, the call rests on the fitted dose curve; in most records, active means well fitted curve in the direction sought with a large enough effect; inconclusive means small, poorly fitted or top-dose-only effect, or another doubt; inactive means no such curve, though single readings can be large; an effect the other way counts as inactive or inconclusive. Only part of the results is shown; count on the stated rates, not on these rows.
SMILES,Vif-APOBEC3F blk,D1 PAM,RXFP1 ag,D2 potentiator,D1 agonist,GRP78 ERSR act,D1 antagonist,RXFP1 antagonist,Vif-A3G inh
Cc1ccc(CC(CC(=O)O)C(=O)NCc2ccccc2)cc1 (stereo not drawn),5%,1,-0.1%,-2,3,-3%,-8,1,0%
O=C(NCC1(c2ccccc2)CCOCC1)c1ccc(Br)o1,-14%,-3,3.1%,-7,0,-6%,-9,0,0%
Cc1ccccc1C(=O)NC(CC(C)C)C(=O)NCC(C)(C)N1CCOCC1 (stereo not drawn),-28%,x,x,x,x,-3%,x,4,1%
COc1ccccc1-n1cc2c([N+](=O)[O-])cc([N+](=O)[O-])cc2n1,u,-1,3.9%,-10,1,-6%,-17,-12,-3%
Cc1cc(NC(=O)CSc2nnc(-c3cccnc3)n2Cc2ccccc2)no1,15%,2,6.6%,-5,-2,-3%,-2,4,1%
N#Cc1ccsc1NC(=O)CCN1CCN(C(c2ccccc2)c2ccccc2)CC1,6%,-7,3.7%,9,2,0%,-21,-32,-2%
CCS(=O)(=O)c1nc(S(=O)(=O)c2ccc(Cl)cc2)c(NCCCN2CCCC2=O)s1,-6%,4,20%,1,2,6%,-15,26,1%
C/C(=N\NC(=O)c1ccc(C)cc1)C1C(=O)c2ccccc2C1=O,5%,-6,0.2%,-9,3,1%,-2,5,0%
O=C(Nc1cccc2ccccc12)NC1CCCCC1O (stereo not drawn),-8%,1,-0.4%,-19,2,1%,8,x,0%
CC(C)Cn1c(=O)c2ccccc2n2c(-c3cccc(Cl)c3)nnc12,3%,-2,-5.9%,x,5,-1%,-2,-14,-3%
CC(C)CC(=O)Nc1ccc(S(=O)(=O)N2CCCC2)cc1,1%,3,1.0%,5,5,-4%,3,-4,1%
Cn1nc(C(F)(F)F)c(-c2cccc(C(F)(F)F)c2)c1NC(=O)Nc1ccc(F)cc1,1%,-2,0.1%,1,17,-1%,-31*,-7,-1%
COc1ccc(CC(NC(C)=O)C(=O)N2CCN(C(=O)Nc3cccc(Cl)c3)CC2)cc1OC (stereo not drawn),8%,-6,0.4%,16,1,-3%,-14,-10,0%
CCCNC(=O)C(CC)NS(=O)(=O)c1ccc(OC)cc1 (stereo not drawn),2%,-6,2.9%,-4,0,-4%,-4,x,0%
O=C(NC(=S)Nc1ccccc1N1CCCC1)c1cccc(F)c1,u,-2,1.6%,3,4,2%,10,-14,0%
COCCNC(=O)CCCn1c(=O)c2ccccc2n(Cc2cccc([N+](=O)[O-])c2)c1=O,0%,-10,7.9%,6,1,1%,-9,4,-1%
O=C(CSc1ncn[nH]1)N1CCN(S(=O)(=O)c2ccc(Cl)cc2)CC1,4%,1,0.3%,21,-1,-1%,x,12,0%
O=C(Oc1ccc(/C=N/NC(=O)c2ccccc2O)cc1)c1ccccc1,x,-1,3.2%,11,7,-1%,-28,-20,-9%
O=C(Nc1cc(-c2ccccc2)sc1C(=O)O)c1cccc(F)c1,-1%&1%,1&-3,-0.3%&1.5%,4&-5,-1&1,2%&-1%,7&-12,u,-1%&-2%
O=C1CC(c2ccccc2)Sc2ccccc2N1Cc1ccc(F)cc1 (stereo not drawn),5%,-5,2.2%,15,1,2%,3,x,-8%
COc1ccc(NC(=O)C2(c3ccc(NC(=O)c4ccc(OC)c(OC)c4)cc3)CCCC2)cc1,0%,1,4.0%,-3,3,-2%,-23,2,-3%
ClC1(Cl)CC1CSc1ncn[nH]1 (stereo not drawn),-2%,-2,-0.1%,0,3,-5%,12,-10,-4%
Cc1nnc(NC(=O)C2CC(=O)N(Cc3ccccc3)C2)s1 (stereo not drawn),-7%,0,0.0%,-4,2,4%,-13,0,-7%
Cc1ccc(-n2c(SCC(=O)N3CCOCC3)nnc2-c2cccnc2)cc1C,-1%,-1,1.0%,-6,3,-5%,8,-2,-3%
Cc1cc(C)c2c(-n3cccc3)c(C(=O)NCCCN3CCCCC3C)sc2n1 (stereo not drawn),-1%,-2,0.9%,10,1,-4%,-8,-20,2%
COc1ccc(C2=NN(c3ccccc3)C(c3cccs3)C2)cc1 (stereo not drawn),6%,0,12%,10,6,5%,-5,7,-9%
COc1ccc(-c2cc(C(=O)NCCCN3CCOCC3)no2)cc1,6%,-7,0.0%,-6,4,-4%,-2,11,3%
CC(=O)c1ccc(NC(=S)N2CCN(CCO)CC2)cc1,7%,1,2.6%,0,6,-5%,7,3,-7%
c1ccc(CSc2nnc(-c3ccco3)n2Cc2ccco2)cc1,2%,4,-0.2%,6,-1,9%,6,-1,0%
Cc1onc(-c2ccccc2Cl)c1C(=O)Nc1ccccc1,-10%,8,0.6%,5,0,-5%,2,1,1%
CCOC(=O)N1CCN(C(=O)CN2C(=O)c3ccccc3S2(=O)=O)CC1,4%,0,-0.3%,-3,3,2%,7,-10,4%
Cc1cn2c(=O)cc(COC(=O)c3cccc(NC(=O)C(C)Oc4ccccc4)c3)nc2s1 (stereo not drawn),-16%,0,12%,1,2,-1%,1,3,3%
CCOC(=O)c1[nH]c2ccccc2c1NC(=O)c1ccc(C)c(C)c1,-1%,1,-0.4%,18,2,-6%,-8,x,6%
Clc1ccc(-c2nc3ccccn3c2Nc2ccc3c(c2)OCCO3)s1,-10%,-1,0.2%,0,0,5%,6,-3,-8%
CCOc1ccccc1C1C(C(=O)Nc2ccccc2)=C(C)Nc2c(C(=O)Nc3ccc(F)cc3)cnn21 (stereo not drawn),1%,-1,2.4%,0,1,-2%,6,-17,3%
Cc1cc(OC(=O)c2ccccc2Cl)c([N+](=O)[O-])c(=O)[nH]1,3%,-5,0.6%,5,2,-5%,-3,x,2%
Cc1ccc(NC(=O)C2CCCN2S(=O)(=O)c2ccc3c(c2)CCCC(=O)N3)cc1Cl (stereo not drawn),2%,-3,2.0%,0,4,-1%,-16,x,8%
NC(=S)Nc1nc2ccccc2[nH]c1=O,x,-4,-0.4%,5,-1,x,x,x,x
CN(CC(=O)Nc1ccc(F)cc1)C(=O)COc1ccc(C(=O)c2ccccc2)cc1,6%,-7,0.6%,1,0,-4%,4,-6,-4%
Cc1ccn2cc(-c3cccc(NC(=O)c4cccs4)c3)nc2c1,9%,-4,-2.8%,19,0,4%,-11,-4,-10%
NC(=S)N/N=C/c1c[nH]c2ccc(OCc3ccccc3)cc12,2%,-3,2.4%,10,3,-4%,-4,-1,-4%
Cc1cccc(NC(=O)CN2C(=O)N/C(=C\c3ccccc3OCc3ccc(C(=O)O)cc3)C2=O)c1,3%,-2,1.5%,-5,-1,-3%,27,-25,-2%
COc1ccccc1N1CCN(S(=O)(=O)c2ccc3c4c(cccc24)C(=O)N3)CC1,-20%,8,0.1%,-4,0,u,-14,-7,-5%
CC(=O)NC1(C2CCCCC2=O)CCCCC1 (stereo not drawn),3%,-2,3.1%,2,2,-3%,-22,-2,1%
CCOC(=O)c1ccc(N=C2SC(C(=O)NCCc3ccccc3)CC(=O)N2C)cc1 (stereo not drawn),0%,-1,0.9%,-1,0,-3%,-2,4,-7%
CCc1ccc(NC(=O)CN2CCC(C(=O)c3ccc(OC)cc3)CC2)cc1,3%,-6,-2.8%,-14,3,-2%,-13,-26,2%
Cc1ccccc1S(=O)(=O)N1[C@@H](c2cccc(Cl)c2)C(C(=O)O)=CC[C@H]1c1ccc(Cl)cc1,-13%,-6,-0.6%,-11,2,11%,-40*,x,-7%
O=C(c1cc(F)cc(F)c1)N1CCC(c2nc(-c3ccc(S(=O)(=O)N4CCCC4)cc3)no2)CC1,-1%,4,-0.7%,1,-1,-3%,2,-18,-2%
CCc1cccc(CC)c1N(COC)C(=O)Cn1c(CC)nc2ccccc21,x,-1,4.2%,1,-1,x,8,-14,x
c1ccc2c(c1)OCC(c1nnc3sc(-c4ccc5c(c4)OCO5)nn13)O2 (stereo not drawn),4%,-9,2.9%,0,4,9%,-10,-11,1%
COCCSc1ccccc1C(=O)Nc1ccc(Cl)cn1,0%,-1,2.0%,17,-1,0%,-2,14,-6%
Cc1cccc(N2CCN(C(=O)c3ccccc3NC(=O)C3CCCCC3C(=O)O)CC2)c1 (stereo not drawn),7%,-7,0.1%,5,0,-2%,3,13,-2%
Cc1nc(Oc2cccc(Cl)c2)c2oc3ccccc3c2n1,-1%,0,4.0%,2,8,-1%,19,-2,-1%
Cn1nc2c3cc(F)ccc3n(Cc3ccc(F)cc3)cc-2c1=O,-10%,-8,3.1%,-3,2,-4%,1,6,-3%
COc1ccc(C(=O)Nc2ccccc2C(=O)NCCN2CCOCC2)cc1,-11%,-4,0.7%,x,4,-5%,1,-17,-3%
Cc1cccc(NC(=O)CSCC(=O)Nc2ccc(S(=O)(=O)N3CCOCC3)cc2)c1,6%,-3,-0.2%,7,3,u,-2,-3,0%
COc1ccccc1OCC(=O)Nc1ccc(S(=O)(=O)N2CCCCCC2)cc1,-8%,-2,2.9%,1,-1,-2%,-14,0,-2%

# Three entries from above, ordered by the value under RXFP1 ag, descending.
canonical_smiles	Vif-APOBEC3F blk	D1 PAM	RXFP1 ag	D2 potentiator	D1 agonist	D1 antagonist	RXFP1 antagonist
COc1ccccc1OCC(=O)Nc1ccc(S(=O)(=O)N2CCCCCC2)cc1	-8%	-2	2.9%	1	-1	-14	0
COCCSc1ccccc1C(=O)Nc1ccc(Cl)cn1	0%	-1	2.0%	17	-1	-2	14
COc1ccc(C(=O)Nc2ccccc2C(=O)NCCN2CCOCC2)cc1	-11%	-4	0.7%	x	4	1	-17
